KCNQ2 inh: KCNQ2 potassium channel inhibitors, primary screen, cell-based, CHO-K1, FluxOR thallium flux, B-score (AID 2156); O88943; 20 min; hits give low values; B-score at 10 µM; hit rate 1.1% among 310,000;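 active = fluorescence ratio B-score at most minus 3 library SDs, with starting brightness B-score within 2 library SDs, cut at about -5.5 in these data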
Kir21 block: Kir2.1 (mouse) channel inhibition | HEK293-Kir2.1, FluxOR thallium flux fluorescence; hits give low values | P35561 | B-score at 10 µM | AID 1672 | hit rate 0.85% among 310,000;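 active = fluorescence ratio B-score at or below minus 3 SD of library scores, with starting-brightness B-score within 2 SD, cut at about -4.2 in these data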;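 note: channel flux triggered by added potassium and thallium sulfate stimulus; B-score of peak minus minimum fluorescence over baseline after thallium stimulus; more negative B-score means stronger Kir2.1 block with less thallium influx; some compounds called inactive have numbers as strong as hits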
Target sequence (P35561 whole entry, looked up): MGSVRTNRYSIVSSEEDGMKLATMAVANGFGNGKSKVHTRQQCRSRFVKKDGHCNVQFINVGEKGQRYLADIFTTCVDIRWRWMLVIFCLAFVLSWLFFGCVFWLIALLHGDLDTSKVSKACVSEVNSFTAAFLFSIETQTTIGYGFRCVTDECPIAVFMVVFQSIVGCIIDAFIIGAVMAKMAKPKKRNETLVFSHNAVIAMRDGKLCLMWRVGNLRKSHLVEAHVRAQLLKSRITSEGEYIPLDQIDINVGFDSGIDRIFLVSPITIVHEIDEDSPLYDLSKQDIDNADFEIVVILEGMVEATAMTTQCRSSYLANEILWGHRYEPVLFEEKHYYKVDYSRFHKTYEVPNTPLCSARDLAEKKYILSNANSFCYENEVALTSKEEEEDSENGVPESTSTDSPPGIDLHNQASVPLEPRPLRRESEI
CHT block: inhibits the human high affinity choline transporter; Q9GZV3; CHT-expressing cells, membrane potential dye, choline response; hits give low values; B-score at 10 µM; hit rate 0.86% among 310,000;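 active = B-score over 3 SD under the library average, and starting fluorescence ratio not unusually high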;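 note: choline stimulus applied at its EC90 after an EC20 pre-addition; B-score computed on integrated fluorescence ratio after choline addition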
Target sequence (Q9GZV3 whole entry, looked up): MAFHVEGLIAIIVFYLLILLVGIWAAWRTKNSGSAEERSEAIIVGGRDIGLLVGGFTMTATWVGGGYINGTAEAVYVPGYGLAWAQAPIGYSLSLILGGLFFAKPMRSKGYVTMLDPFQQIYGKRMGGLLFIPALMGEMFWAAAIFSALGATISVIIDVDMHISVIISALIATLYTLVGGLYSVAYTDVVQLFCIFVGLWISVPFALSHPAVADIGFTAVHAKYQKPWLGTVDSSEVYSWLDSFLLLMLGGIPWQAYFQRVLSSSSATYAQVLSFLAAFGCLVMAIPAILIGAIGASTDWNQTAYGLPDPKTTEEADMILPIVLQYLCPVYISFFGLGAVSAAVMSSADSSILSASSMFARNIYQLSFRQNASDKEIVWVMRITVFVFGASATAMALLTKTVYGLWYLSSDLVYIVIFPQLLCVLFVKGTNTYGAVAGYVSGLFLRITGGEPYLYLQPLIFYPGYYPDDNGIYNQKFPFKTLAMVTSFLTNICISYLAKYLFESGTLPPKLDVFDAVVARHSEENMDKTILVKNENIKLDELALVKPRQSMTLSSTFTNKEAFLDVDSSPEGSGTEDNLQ
An asterisk follows results filed as active; i = inactive; / = no result given.

Kir21 block,CHT block,KCNQ2 inh,compound
1.58,i,i,COc1ccc(S(=O)(=O)n2nc(-c3ccc(Cl)cc3)cc2N)cc1
0.66,i,i,Cc1ccc(NC(=O)Cc2nnc(SCC(=O)NC3=NCCS3)n2C)cc1
-0.04,i,i,Cc1ccc2[nH]c(=O)c(C(c3nnnn3C3CCCC3)N3CCCc4ccccc43)cc2c1 (configuration not stated)
-0.71,i,i,O=C(/C=C/c1ccco1)NCC1(c2ccccc2)CCCC1
0.01,i,i,CCCOc1ccc(N2C(=O)CC(SC(=N)N3N=C(c4ccccc4)CC3c3ccccc3)C2=O)cc1 (configuration not stated)
-0.89,i,i,COc1ccc(N(C(=O)c2cnccn2)C(C(=O)NCc2ccccc2)c2ccc(O)cc2)cc1 (configuration not stated)
-1.31,i,i,COc1ccc(-c2csc(NC(=O)CSc3nc(SC)ns3)n2)cc1
-2.07,i,i,Cc1cc(NC(=O)CSc2nnc(Cc3ccccc3)o2)no1
0.84,i,i,COc1ccccc1NC(=O)C1CCN(S(=O)(=O)c2ccc3c(c2)CC(C)N3C(C)=O)CC1 (configuration not stated)
-0.14,i,i,Cn1c(SCc2ccc(C#N)cc2)nnc1-c1cccc(Cl)c1

One compound at a time, as listed above. Screens in order: Kir21 block, CHT block, KCNQ2 inh
COc1ccc(S(=O)(=O)n2nc(-c3ccc(Cl)cc3)cc2N)cc1 as listed: 1.58, i, i
Cc1cc(NC(=O)CSc2nnc(Cc3ccccc3)o2)no1 as listed: -2.07, i, i
O=C(/C=C/c1ccco1)NCC1(c2ccccc2)CCCC1 as listed: -0.71, i, i
Cc1ccc2[nH]c(=O)c(C(c3nnnn3C3CCCC3)N3CCCc4ccccc43)cc2c1 (configuration not stated) as listed: -0.04, i, i

(listing goes on)
Kir21 block,CHT block,KCNQ2 inh,compound
-1.01,-9.71*,i,Cc1cccc(-n2cc(CN3CCN(Cc4nccn4C)CC3)c(-c3cccc(F)c3)n2)c1
-1.56,i,i,C/C(=C\c1ccccc1)C(=O)n1nnc2ccccc21
0.6,i,i,COC(=O)c1c(NC(=O)CSc2nnnn2-c2ccccc2)sc2c1CCCC2
-0.43,i,i,CN(C(=O)c1ccco1)c1nc(CC(=O)Nc2ccccc2)cs1
-0.07,i,i,Cc1cc(Cl)ccc1Oc1ncc(CN2CCN(c3ccccc3)CC2)s1
-1.49,i,i,CSc1nc2ccc(NS(=O)(=O)c3ccc(Cl)s3)cc2s1
1.95,i,i,COc1ccc(NC(=O)N(CCO)Cc2cc3c(C)cc(C)cc3[nH]c2=O)cc1
0.88,i,i,Cc1ccc(S(=O)(=O)NNC2CC(=O)N(c3ccc(Br)cc3)C2=O)cc1 (configuration not stated)
-4.2,i,i,O=C(COc1ccc(F)cc1Cl)N(Cc1nnc(-c2ccccc2Cl)o1)C1CC1
1,i,i,COC(C(=O)Nc1ccnn1C1CCN(Cc2ccc(C)s2)CC1)c1ccccc1 (configuration not stated)
0.66,i,i,NC(=NC(=O)c1ccc(OC(F)(F)F)cc1)c1ccc(C(F)(F)F)cn1
1.24,i,i,C=CCOc1c(Br)cc(/C=C2/NC(=S)N(C(C)=O)C2=O)cc1OC
0.27,i,i,O=C(COC(=O)Cn1cnc2ccccc21)Nc1cc(S(=O)(=O)N2CCOCC2)ccc1Cl
-0.05,i,i,CCCSc1nc2ccsc2c(=O)n1CC
0.4,i,i,CCC1=C(OC(=O)N(CC)CC)N2C(=O)OC(=NCC(=O)OC)[C@]2(Cc2ccccc2)[C@H]2C1=CC[C@H]1C(=O)N(C)C(=O)[C@H]12
0.6,i,i,C/C(=N\NC(=O)CN1CCN(S(=O)(=O)c2ccc(C)cc2)CC1)c1ccc(O)cc1
-1.19,i,i,CC(=O)NC(CC(=O)N(Cc1ccccc1)c1cccc(C)c1)c1ccccc1 (configuration not stated)
-0.24,i,i,COc1cccc(CNC(=O)Cn2cc3c(n2)CCCC3)c1
-0.42,i,i,CCOC(=O)C1CCCN(S(=O)(=O)c2c(C(=O)N3CCCCC3)c(C)n(C)c2C)C1 (configuration not stated)
1.03,i,i,C=CCn1cccc(C(=O)Nc2cc(OC)cc(OC)c2)c1=O
0.88,i,i,CC1(C)Cc2c(ccc3ccccc23)C(=O)N1
-0.57,i,i,CC1=Nc2ccccc2N=C(NC(=O)c2ccccc2)C1c1ccccc1 (configuration not stated)
-1.07,/,i,Nc1c(-c2ccccc2)cnc2cc(-c3ccccc3)nn12
0.62,i,i,Cc1cc(C(=O)COC(=O)CC2Sc3ccccc3NC2=O)c(C)n1-c1cccc(C(F)(F)F)c1 (configuration not stated)
1.19,i,i,Cc1ccc2cc3cc(C(=O)NC4CC4)oc3nc2c1
0.76,i,i,CCN(CC)C(=O)c1n[nH]c(=O)c2ccccc12
0.4,i,i,Cc1ccc(C(=O)N2CCNC(=O)C2CC(=O)Nc2ccccc2)cc1 (configuration not stated)
-1.37,i,i,O=C(CN(C(=O)c1nsc(Cl)c1Cl)c1ccc(F)cc1)NC1CCCC1
-1.57,-5.76*,i,COc1cc([N+](=O)[O-])cc(/C=C2/SC(=S)N(Cc3ccccc3)C2=O)c1O
-0.98,i,i,CCCn1c(NCc2cccs2)nc2ccccc21

Only KCNQ2 inh and Kir21 block, for some of the entries so far:
Structure | KCNQ2 inh | Kir21 block
Cc1ccc2cc3cc(C(=O)NC4CC4)oc3nc2c1 | i | 1.19
CCN(CC)C(=O)c1n[nH]c(=O)c2ccccc12 | i | 0.76

Later entries:
Kir21 block,CHT block,KCNQ2 inh,compound
-0.93,i,i,O=C(CCN1CCN(c2ccccc2)CC1)Nc1ccc2c(c1)OCO2
-0.4,i,i,CCOC(=O)N1CCN(C(=O)CNS(=O)(=O)c2cccs2)CC1
-1.47,i,i,CCOc1ccccc1CN1CCNC(=O)C1CC(=O)NCc1nccn1CC (configuration not stated)
0.17,i,i,Cc1ccc(C)c(OCc2nnc(NC(=O)c3ccc4c(c3)OCO4)s2)c1
-1.27,i,i,O=S1(=O)CCN(Cc2ccccc2Cl)CC1
-2.51,i,i,Cc1nn(Cc2c(Cl)cccc2Cl)c(C)c1NC(=O)Cn1nc([N+](=O)[O-])c(Cl)c1C
0.48,i,i,Cc1ccc2c(c1)C1(C(=O)N2C)N2CC3(C)CN1CC(C)(C2)C3=O (configuration not stated)
-0.59,i,i,CCOC(=O)c1c(NC(=O)c2cc3n(n2)C(C(F)(F)F)CC(c2ccccc2)N3)sc(C)c1C (configuration not stated)
0.64,i,i,C=CCn1c(N)c(C(=O)NCc2ccco2)sc1=S
-1.89,i,i,COc1ccc(CNCC(O)COCc2cccs2)cc1 (configuration not stated)
0.31,i,i,NC[C@@]12CCCC1C1CCC2C1 (some centres not stated)
1.7,i,i,Cc1cc(C(=O)COC(=O)Cc2n[nH]c(=O)c3ccccc23)c(C)n1-c1cccc(C(F)(F)F)c1
0.67,i,i,O=[N+]([O-])c1cccc(-c2noc(-c3ccco3)n2)c1
0.42,i,i,N#CC1(NC(=O)COC(=O)c2ccc(Cl)nc2)CCCCC1
-1.78,i,i,CCOc1ccccc1Oc1cn[nH]c1-c1ccc(O)cc1O
-0.01,i,i,COCCN1CCn2c(nc3cc(NC(=O)c4cccs4)ccc32)C1
0.81,i,i,COc1ccc(N(CC(=O)NC(C)(C)C)S(=O)(=O)c2ccccc2)cc1OC
-0.55,i,i,CC(=O)c1sc(NC(=O)C2CCN(C(=O)c3ccc(F)cc3)CC2)nc1-c1ccccc1
-0.73,i,i,Cc1ccccc1CC1(CO)CCCN(C(=O)CCC(F)(F)F)C1 (configuration not stated)
-1.89,i,i,O=C(Nc1ccc(-c2nnc(-c3ccccc3)o2)cc1)c1ccc(Br)o1

In the list so far, these contain a CF3 group.
Kir21 block,CHT block,KCNQ2 inh,compound
0.66,i,i,NC(=NC(=O)c1ccc(OC(F)(F)F)cc1)c1ccc(C(F)(F)F)cn1
0.62,i,i,Cc1cc(C(=O)COC(=O)CC2Sc3ccccc3NC2=O)c(C)n1-c1cccc(C(F)(F)F)c1 (configuration not stated)
-0.59,i,i,CCOC(=O)c1c(NC(=O)c2cc3n(n2)C(C(F)(F)F)CC(c2ccccc2)N3)sc(C)c1C (configuration not stated)
1.7,i,i,Cc1cc(C(=O)COC(=O)Cc2n[nH]c(=O)c3ccccc23)c(C)n1-c1cccc(C(F)(F)F)c1
-0.73,i,i,Cc1ccccc1CC1(CO)CCCN(C(=O)CCC(F)(F)F)C1 (configuration not stated)

Next part:
Kir21 block,CHT block,KCNQ2 inh,compound
0.18,i,i,COC(=O)c1sccc1NC(=O)c1csc2c1CCCC2
0.27,i,i,Cc1ccc(C(=O)CN(C(=O)c2ccc(Cl)c(Cl)c2)N2C(=O)C3CCCCC3C2=O)cc1 (configuration not stated)
-1.23,i,i,Nc1nonc1-n1nnc(C(=O)N/N=C/c2ccc(OCc3ccccc3)cc2)c1COc1ccc(F)cc1
-2.12,i,i,COc1cc(-n2c(-c3ccccc3)n[nH]c2=S)c(OC)cc1Cl
0.77,i,i,O=C(CSCc1ccccc1)Nc1ccc(F)cc1F
-0.08,i,i,CCc1nnc(NC(=O)c2ccc(COc3ccccc3)o2)s1
0.4,i,i,O=C(NCC1CCCO1)c1ccc2c(c1)N(Cc1ccccc1)C(=O)CS2=O (configuration not stated)
-0.12,i,i,CCCCN(C)CCNS(=O)(=O)c1ccc2c(c1)n(C)c(=O)c(=O)n2C
0.22,i,i,O=C(COC(=O)c1ccc(NS(=O)(=O)c2ccc3c(c2)OCCO3)cc1)NC1CCS(=O)(=O)C1 (configuration not stated)
-0.23,i,i,CC(C)c1ccc(NC(=O)CCc2ccccc2)cc1
0.04,i,i,Cc1ccc(Oc2ccccc2NC(=O)CN2C(=O)NC3(CCCC3)C2=O)cc1
0.93,i,i,COc1ccc(/C(O)=C/c2nc3ccccc3n(-c3ccccc3)c2=O)cc1
-0.14,i,i,O=C(O)CCc1ccc(-c2ccc(Cl)cc2)n1CC(=O)O
-2.03,i,i,COc1ccc(C)cc1NC(=O)n1ncc2cc(Cl)ccc21
-1.36,i,i,CSc1nc2ccsc2c(=O)n1-c1ccccn1
0.71,i,i,Cc1cc(C)n(-c2ccc(C(=O)C(C#N)c3nc4ccccc4n3C)cc2)n1 (configuration not stated)
0.66,i,i,CCOc1ccc(NC(=S)NCCCc2ccccc2)cc1
1.26,i,i,Cc1ccc(N2C(=O)N(CC(=O)Nc3cccc(Cl)c3)C(=O)C2C)cc1 (configuration not stated)
-0.05,i,i,CC1=CC(c2ccc(Cl)cc2)n2nc(N3C(=O)CCC3=O)nc2N1 (configuration not stated)
-0.21,i,i,CN(C(=O)c1cc2n(n1)C(C(F)(F)F)CC(c1ccco1)N2)c1ccccc1 (configuration not stated)
-0.54,i,i,CC1(C)CC(=O)C=C(Nc2ccc(F)cc2F)C1
0.66,i,i,CC(=O)N1c2ccc(S(=O)(=O)N3CCCC(C(=O)N4CCCCC4)C3)cc2CC1C (configuration not stated)
0.01,i,i,O=C(NCCCN1CCN(c2ccc(F)cc2)CC1)C1CCCN(c2ncnc3c2nc2n3CCCCC2)C1 (configuration not stated)
-1.24,i,i,Cc1ccc(OCC(=O)Nc2ccc(C(=O)O)cc2NC(=O)COc2ccc(C)c(C)c2)cc1C
0.56,i,i,CN(C)CCN(C(=O)c1ccc(N2C(=O)CCC2=O)cc1)c1nc2cc3c(cc2s1)OCO3
0.7,i,i,Cc1ccc(N2CN(Cc3cccnc3)CNC2=S)cc1
-0.23,i,i,Cc1nnc(NC(=O)CSc2nnc(CNC(=O)c3ccc(F)cc3)o2)s1
0.46,i,i,COCCCNC(=O)c1cc2cc(Br)ccc2oc1=O
-1.95,/,i,CCn1c(SCC(=O)Nc2nccs2)nnc1-c1cc2cccc(OC)c2o1
0.01,i,i,O=C(Nc1nnc(COc2ccc(F)cc2)s1)Nc1ccccc1F
0.03,i,i,CC1=CC(C)(C)N(C(=O)c2ccc(F)cc2)c2cc3c(cc21)OCO3
1.73,i,i,O=C(NC1CCCCC1)C(c1ccco1)N(C(=O)c1csnn1)c1ccccc1 (configuration not stated)
0.65,i,i,COCCNC(=O)c1cc(-c2cccc(OC)c2)on1
1.89,i,i,CC(C)CN1C(=O)c2ccc(NC(=O)c3cccs3)cc2C1=O
-1.08,i,i,CC(=O)c1ccc(CCCC(=O)O)cc1
-1.41,i,i,O=[N+]([O-])c1ccc(-c2nnc(S)n2-c2ccccc2)cc1
-0.38,i,i,CCc1ccc(NC(=S)NC2CCN(Cc3ccccc3)CC2)cc1
-0.31,i,i,Cn1c(CCN2CCN(c3ccccn3)CC2)nc2cc(NC(=O)COc3ccccc3)ccc21
-0.23,i,i,COc1ccccc1-n1c(SCC(N)=O)nc2c(c1=O)SCC2
0.12,i,i,Nc1nc2c(Cl)ccc(Cl)c2s1
-0.37,i,i,COc1ccc2oc(C(=O)Nc3ccc(S(=O)(=O)N(C)C4CCN(C)CC4)cc3)c(C)c2c1
-1.69,i,i,Cc1c(Cl)c([N+](=O)[O-])nn1CC(=O)NCc1ccco1
-0.02,i,i,Cc1nc(CCNC(=O)c2ccccc2)cs1
0.28,i,i,O=C(NCCc1c[nH]c2ccccc12)c1cnccn1
-1.91,i,i,COc1ccc(-c2ccnc(SCC(=O)N3CCOCC3)n2)cc1
-0.29,i,i,CCCC(=O)OCC(=O)c1[nH]c(C)c(C(C)=O)c1C
-1.61,i,i,COc1ccc(NCC(=O)N/N=C2\CCc3ccccc32)cc1
-0.8,i,i,COc1ccc(C(=O)N=C2SC3CS(=O)(=O)CC3N2Cc2ccccc2)cc1OC (configuration not stated)
-0.82,i,i,CCn1cc(/C=N\NC(=O)c2ccccc2Cl)cn1
-3.38,i,i,COc1ccccc1Oc1coc2cc(OCC(N)=O)ccc2c1=O
-1.05,i,i,O=C(CN(C(=O)c1ccc2c(c1)OCCO2)c1ccccc1)NCC1CCCO1 (configuration not stated)
-3.62,i,i,CCc1ccc(/C=N/NC(=O)c2cc(-c3ccncc3)nc3ccccc23)s1
